NR3A LBD binder – NR3A (human) ligand-binding domain modulation; NR3A LBD differential scanning fluorimetry, Tm shift; 0% = protein alone, 100% = glycine-bound protein; Tm shift relative to glycine control, % at 25 µM; 2.5% of 340,000 active;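 active means melting temperature shift of at least 10% of the positive control shift, at one fixed dose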
MPTP inh – permeability transition pore inhibition; 1.4% of 360,000 active; isolated mouse mitochondria, Ca2+ swelling absorbance, 30 min; inhibition, % at 10 µM;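 active means inhibition of 50% or more, scaled per plate between neutral and stimulator controls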;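 further: 0% = DMSO wells given calcium and 100% = 1 mM EGTA wells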
TIM10 inh – TIM10 yeast growth inhibition | S. cerevisiae TIM10 strain growth, BacTiter-Glo luminescence, 24 h | inhibition, % at 10 µM | 1.4% of 330,000 active | AID 463195;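 active means inhibition of 40% or more at the single tested concentration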;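 further: wild-type TIM10 isogenic control strain grown at permissive 25 °C; 0% = DMSO yeast wells and 100% = minimal medium wells without yeast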
NLRP3 yeast inh – blocks the NALP3 inflammasome reconstituted in yeast. Yeast reconstituted NLRP3/ASC/caspase-1, beta-gal luminescence, 24 h. inhibition, % at 10 µM. 0.39% of 330,000 active. AID 2825;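 active means inhibition of 50% or more; inactive means inhibition below 50%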;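 further: plate controls were induced DMSO wells for no effect and uninduced yeast grown without galactose for full effect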
APJ antag – antagonists of human APJ apelin receptor. P35414. CHO-K1 APJ beta-arrestin complementation, luminescence. inhibition, % at 20 µM. 0.32% of 330,000 active;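 active means inhibition above about 40% at 20 µM, limit read from the data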;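 further: cells challenged with 10 nM apelin-13 agonist together with compound; plate controls were apelin-13 plus DMSO wells for no effect and DMSO wells lacking apelin-13 for full effect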
Target sequence (P35414 whole entry, looked up): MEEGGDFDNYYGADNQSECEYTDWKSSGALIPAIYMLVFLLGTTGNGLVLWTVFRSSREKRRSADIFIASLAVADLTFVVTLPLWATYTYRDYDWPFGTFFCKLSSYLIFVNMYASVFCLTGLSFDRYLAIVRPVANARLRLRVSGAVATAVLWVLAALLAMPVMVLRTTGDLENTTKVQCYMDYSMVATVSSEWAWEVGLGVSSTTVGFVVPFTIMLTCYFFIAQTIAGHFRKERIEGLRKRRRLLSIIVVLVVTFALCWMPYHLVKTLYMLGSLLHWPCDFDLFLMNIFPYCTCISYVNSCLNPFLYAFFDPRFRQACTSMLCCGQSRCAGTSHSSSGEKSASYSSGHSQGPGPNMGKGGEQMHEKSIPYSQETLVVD
tim23-1 inh – growth inhibitors of tim23-1 mutant yeast; S. cerevisiae tim23-1 growth, BacTiter-Glo luminescence, 24 h; inhibition, % at 20 µM; 1.3% of 330,000 active; AID 463212;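 active means growth inhibition of the mutant yeast at or above 50%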;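 further: temperature-sensitive mutant grown at 25 °C; plate controls were DMSO-treated mutant yeast for no effect and medium wells lacking yeast for full effect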
MIN6 prolif – inducers of beta-cell replication in MIN6 cells; proliferation, % at 10 µM; MIN6 cells proliferation, ATPlite luminescence, 48 h; cells starved in 0.2% serum; 100% = growth in 10% serum; 0.29% of 330,000 active;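 active means compounds whose signal lies at least 3.5 SD above the mean of all wells on their plate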;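 further: 0% = DMSO-treated cells in low-serum medium and 100% = 10% serum control; some compounds called inactive have numbers as strong as hits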
tim10-1 inh – tim10-1 yeast growth inhibition. S. cerevisiae tim10-1 ts strain growth, BacTiter-Glo, 24 h. AID 463190. inhibition, % at 20 µM. 2.2% of 330,000 active;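 active means inhibition of at least 40%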;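 further: mutant grown at 25 °C; 0% = DMSO wells with yeast and 100% = wells holding no yeast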
APJ agonist – APJ receptor agonism; AID 2520; P35414; 0.11% of 330,000 active; CHO-K1 APJ PathHunter beta-arrestin, luminescence; 0% DMSO wells, 100% apelin; activation, % at 20 µM;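 active means activation more than six SD over the plate average, tested at 20 µM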;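 further: 0% = DMSO alone and 100% = apelin-13 at 10 nM; some results filed as inactive read as strong as hits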
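Assay system: CHO-K1 cells stably expressing ProLink-tagged human APJ and arrestin–beta-gal acceptor. Compound dosing: 20 µM single point, 1% DMSO. Times: 16-18 h seeding, 90 min dark compound exposure, 60 min detection. Detection: beta-gal luminescence. Evaluation: APJ–arrestin association signal. Controls: negative DMSO alone, positive Apelin-13 at 10 nM.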
Numbers without * were called inactive; · = not tested or not shown. Compounds were not picked by outcome, and some 7.2% of all compounds hit somewhere here.

Preview (14 entries):
nr	canonical_smiles	NR3A LBD binder	tim10-1 inh	tim23-1 inh	MPTP inh	APJ agonist	MIN6 prolif	APJ antag	NLRP3 yeast inh	TIM10 inh
1	CN(Cc1cn(-c2ccccc2)nc1-c1ccc2c(c1)OCO2)Cc1nccn1C	-2	17	35	-2.8	-3	-3	1	10	14
2	CCO[C@@H]1OC(C(=O)NCc2nc3ccccc3[nH]2)=C[C@H](c2ccc(C(F)(F)F)cc2)[C@H]1CCCO	-9	15	15	-1.9	4	-5	-2	21	20
3	Cc1ccc(NC(=O)CSCC(=O)Nc2cc(Cl)ccc2N2CCN(C)CC2)cc1	1	-11	-24	0.1	-4	-5	13	3	-12
4	CCN(C(=O)CSc1ncccc1C(=O)Oc1cccc([N+](=O)[O-])c1)c1cccc(C)c1	-2	31	42	1.3	0	-2	-11	10	20
5	O=C1CCCC/C1=N\Nc1ccc(C2CCCCC2)cc1	·	0	25	·	-4	-4	12	19	17
6	Cc1ccc(OCC(=O)NNC(=O)CSc2nnc(-c3ccc(C)cc3)n2C)cc1	-4	5	5	1.3	-4	-2	3	1	-4
7	O=C(/C=C/c1cccs1)N1CCN(Cc2ccc3c(c2)OCO3)CC1	1	5	14	1.4	5	0	-10	28	23
8	CCOC(=O)C(O)(CC(=O)Nc1cc(F)ccc1C)C(F)(F)F (centres undefined)	-2	-1	-2	0.4	-8	-1	10	-3	3
9	Cc1cc(C)cc(NC(=O)CCC(=O)Nc2cc(C)on2)c1	-2	-6	-5	-0.8	3	-3	4	14	-12
10	CCn1c(C)cc(O)c(C(=O)Nc2cccc(Cl)c2)c1=O	-7	45*	15	1.9	-2	-3	-10	5	-3
11	CN(C)c1ccc(N2[C@@H](CC(=O)O)c3cc(C(F)(F)F)ccc3S2(=O)=O)cc1	2	13	10	0.0	-3	-9	8	-2	9
12	O=C(Nc1ccc(Cl)cc1)c1cc2nc(C3CC3)cc(C(F)(F)F)n2n1	3	-3	-2	1.3	-4	-3	12	9	11
13	CCOc1ccc(/C(O)=C2\C(=O)C(=O)N(CCN(C)C)C2c2cccc(OC)c2OC)cc1Cl (centres undefined)	-1	2	-5	-1.2	-3	-2	-1	20	-5
14	Cc1[nH]oc(=O)c1N=Nc1ccc2[nH]c(=O)[nH]c2c1	-10	-17	2	3.2	-2	-2	8	10	-2

The list itself, from the first entry:
nr	canonical_smiles	NR3A LBD binder	tim10-1 inh	tim23-1 inh	MPTP inh	APJ agonist	MIN6 prolif	APJ antag	NLRP3 yeast inh	TIM10 inh
1	CN(Cc1cn(-c2ccccc2)nc1-c1ccc2c(c1)OCO2)Cc1nccn1C	-2	17	35	-2.8	-3	-3	1	10	14
2	CCO[C@@H]1OC(C(=O)NCc2nc3ccccc3[nH]2)=C[C@H](c2ccc(C(F)(F)F)cc2)[C@H]1CCCO	-9	15	15	-1.9	4	-5	-2	21	20
3	Cc1ccc(NC(=O)CSCC(=O)Nc2cc(Cl)ccc2N2CCN(C)CC2)cc1	1	-11	-24	0.1	-4	-5	13	3	-12
4	CCN(C(=O)CSc1ncccc1C(=O)Oc1cccc([N+](=O)[O-])c1)c1cccc(C)c1	-2	31	42	1.3	0	-2	-11	10	20
5	O=C1CCCC/C1=N\Nc1ccc(C2CCCCC2)cc1	·	0	25	·	-4	-4	12	19	17
6	Cc1ccc(OCC(=O)NNC(=O)CSc2nnc(-c3ccc(C)cc3)n2C)cc1	-4	5	5	1.3	-4	-2	3	1	-4
7	O=C(/C=C/c1cccs1)N1CCN(Cc2ccc3c(c2)OCO3)CC1	1	5	14	1.4	5	0	-10	28	23
8	CCOC(=O)C(O)(CC(=O)Nc1cc(F)ccc1C)C(F)(F)F (centres undefined)	-2	-1	-2	0.4	-8	-1	10	-3	3
9	Cc1cc(C)cc(NC(=O)CCC(=O)Nc2cc(C)on2)c1	-2	-6	-5	-0.8	3	-3	4	14	-12
10	CCn1c(C)cc(O)c(C(=O)Nc2cccc(Cl)c2)c1=O	-7	45*	15	1.9	-2	-3	-10	5	-3
11	CN(C)c1ccc(N2[C@@H](CC(=O)O)c3cc(C(F)(F)F)ccc3S2(=O)=O)cc1	2	13	10	0.0	-3	-9	8	-2	9
12	O=C(Nc1ccc(Cl)cc1)c1cc2nc(C3CC3)cc(C(F)(F)F)n2n1	3	-3	-2	1.3	-4	-3	12	9	11
13	CCOc1ccc(/C(O)=C2\C(=O)C(=O)N(CCN(C)C)C2c2cccc(OC)c2OC)cc1Cl (centres undefined)	-1	2	-5	-1.2	-3	-2	-1	20	-5
14	Cc1[nH]oc(=O)c1N=Nc1ccc2[nH]c(=O)[nH]c2c1	-10	-17	2	3.2	-2	-2	8	10	-2
15	CC(C)CC(=O)NC(=S)Nc1ccccc1F	7	16	27	0.6	6	-4	-12	17	-11
16	O=C(CC(=O)N/N=C/c1c(F)cccc1Cl)NCc1ccccc1	0	6	9	·	-3	0	26	15	1
17	CCOC(=O)/C(N=Nc1ccc(Cl)cc1)=C(/O)c1ccc([N+](=O)[O-])cc1	-6	16	9	2.3	8	-1	1	7	-1
18	CCN(C(=O)COC(=O)c1ccc([N+](=O)[O-])o1)c1cccc2ccccc12	2	31	40	-1.6	3	-2	-25	12	23
19	Nc1cc(-c2ccc(Cl)cc2)nn1S(=O)(=O)c1cccc2nsnc12	19*	-2	21	1.0	-2	-4	-6	13	-1
20	Clc1ccc(-c2csc(N/N=C/c3ccc4c(c3)OCO4)n2)cc1	-2	24	14	8.7	0	-4	-11	8	20
21	Cc1ccc(C(=O)N2C(=S)C(c3ccc(F)cc3)=NC23CCN(C)CC3)cc1	-1	26	37	0.3	2	0	-8	11	-6
22	O=S(=O)(Nc1ccncc1)c1ccc(Cl)cc1	1	13	-12	0.1	-2	-2	4	2	12
23	CCc1nc(SCC(=O)N2CCC(C)CC2)c2c(=O)n(C)c(=O)n(C)c2n1	-1	11	30	1.0	4	4	17	19	5
24	CN1C(=S)SC(C)(NO)C1(C)C (centres undefined)	2	14	7	-1.6	0	0	12	-5	-16
25	COc1ccc(S(=O)(=O)N2CCCN(CCC(=O)Nc3cccc(C(F)(F)F)c3)CC2)cc1	-5	34	8	9.9	2	-3	-13	17	39
26	COc1cc2[nH]c(=O)n(Cc3ccccc3Cl)c(=O)c2cc1OC	1	0	-13	0.6	-1	0	-10	7	-10
27	CCC(C)NC(=S)Nc1ccc(F)cc1 (centres undefined)	0	5	3	4.0	-1	0	-22	7	-16
28	COc1nc(Nc2ccc([N+](=O)[O-])cc2)nc(NC2CCCCC2)n1	0	14	17	0.6	0	-6	7	17	20
29	O=C(CSCc1ccc(Br)cc1)Nc1ccccc1C(=O)N1CCOCC1	-1	3	21	4.6	7	0	-13	2	-6
30	CCOC(=O)C1CCN(C(=O)COC(=O)c2nn(C)c(=O)c3ccccc23)CC1	-1	-3	3	0.5	-3	-3	12	6	-8
31	CCCS(=O)(=O)N1CCC(C(=O)NCc2ccc3c(c2)OCO3)CC1	-1	-2	13	1.1	1	0	3	22	-1
32	CC(C)N(C(=O)[C@H]1CC(CC(=O)NC(C)(C)C)C(=O)N2CCc3c([nH]c4ccccc34)[C@]12C)C(C)C (some centres undefined)	-2	6	15	1.2	-3	-3	4	6	11
33	CS(=O)(=O)N1CCC(C(=O)NCc2ccc(Cl)cc2)CC1	1	-4	15	-0.2	-1	0	-4	16	3
34	CCCCCCCCCCn1c2c(c(=N)c3c1CCC3)CCC2	-7	65*	83*	85*	-4	-6	27	43	39
35	O=c1c(O[C@H]2O[C@@H](CO)[C@H](O)[C@@H](O)[C@@H]2O)c(-c2ccc(O)cc2)oc2cc(O)cc(O)c12	4	-13	-9	0.6	-3	0	1	2	-6
36	O=C(CSc1nnc(-c2ccco2)o1)Nc1ccccc1Cl	2	1	-3	-0.7	-4	2	6	8	5
37	CN1CC(=O)N(CC(=O)Nc2ccc(OCc3ccccc3)cc2)C1=O	-1	-2	-2	0.6	-2	3	-2	5	10
38	Cc1ccc(C(=O)COC(=O)CNC(=O)c2cccs2)cc1	3	-6	10	1.7	4	-3	11	11	5
39	N#CC(C(=O)C12CC3CC(CC(C3)C1)C2)c1nc2ccccc2[nH]1 (centres undefined)	-1	12	33	4.2	-3	-2	-6	-2	9
40	CCCc1nc2ccccc2c(C(=O)OCC(=O)Nc2c(C)n(C)n(-c3ccccc3)c2=O)c1CC	-2	20	15	1.0	-3	0	-38	13	8
41	C=C1C[C@H](O[C@@H]2O[C@H](CO)[C@@H](O)[C@H](O)[C@H]2O)[C@@H]2[C@H](OC(=O)[C@H]2C)[C@H]2[C@H](C)[C@H](O)C[C@@H]12	-2	-19	-8	5.0	-2	-1	-4	7	-1
42	O=C(Nc1ccc2nc(N3CCOCC3)sc2c1)c1ccccc1	0	-19	37	-2.1	-2	-4	-1	4	13
43	CCOC(=O)C1=C(C)OC(N)=C(C#N)C1c1ccoc1 (centres undefined)	1	17	20	0.4	-4	1	3	16	2
44	c1ccc(CCNc2nc(-c3ccncc3)nc3ccccc23)cc1	0	18	25	41	9	-4	-5	8	36
45	CSc1ccc(CCNC(=O)CN2C(=O)CCSc3ccccc32)cc1	-4	10	23	0.6	-3	-1	-4	17	16
46	COC(=O)CN(c1ccc(F)cc1)S(=O)(=O)c1ccc2c(c1)OCCO2	-13	15	22	-0.7	3	-2	22	3	15
47	CC(Sc1nnc(NC2CC2)s1)C(=O)Nc1ccc(S(N)(=O)=O)cc1 (centres undefined)	-3	10	10	-2.0	-3	-3	-3	7	-5
48	Cc1cc(-c2ccccc2)c2nncn2n1	-1	12	12	-0.1	-1	-3	2	9	-26
49	O=c1[nH]cnc(O)c1C(c1ccc([N+](=O)[O-])cc1)c1c(O)nc[nH]c1=O	-1	5	-4	-0.2	-4	0	19	0	6
50	COc1ccc(OC)c(C(=O)CSc2nc3ccccc3n2CC(=O)NC(C)(C)C)c1	2	26	19	1.1	-1	5	-30	4	17
51	CCOc1ccccc1C1CC(=O)Nc2cc(OC)c(OC)c(OC)c21 (centres undefined)	-2	32	6	0.4	-3	-1	-7	9	13
52	COc1ccccc1Oc1cc(C#N)c(C#N)cc1-n1nnc2ccccc21	-1	18	10	-2.1	0	-5	-8	-5	12
53	Cc1cc(C)c(NC(=O)/C(=C/c2ccco2)c2ccccc2)c(C)c1	4	30	30	-1.5	0	-3	7	8	23
54	CC(C)NC(=O)c1onc(CSc2ccc(F)c(F)c2)c1C(=O)O	1	-8	1	-4.3	8	-4	10	3	2
55	Nc1nnnn1/N=C/C=C/c1ccccc1	4	27	7	4.7	-2	0	1	1	35
56	Cc1ccc(CNC(=O)C2CC(=O)N(C3CCCCCCC3)C2)cc1 (centres undefined)	1	29	7	-2.2	-4	-3	1	-4	10
57	Cc1sc2ncnc(SCC(=O)Nc3nc(-c4ccc(F)c(F)c4)cs3)c2c1C	-2	5	3	0.3	1	-4	-8	7	-9
58	COc1ccc(-c2nnc(SCC(=O)c3ccc[nH]3)n2-c2ccccc2)cc1	0	20	22	1.4	-4	1	2	4	26

Screening data from PubChem.
